Screening results: PubChem, several laboratories
TPT1 inhibitor = inhibitors of Candida albicans tRNA 2'-phosphotransferase TPT1; recombinant caTPT1, FP RNA substrate dephosphorylation; inhibition, % at 5 µM; hit rate 0.81% among 300,000; AID 1962;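 active = inhibition above the mean of all tested compounds plus 3 SD, set per screening campaign, cut at about 24% in these data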;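 note: plate controls were DMSO alone for no effect and ferristatin control at 100 nM for full effect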
PP1 counter = counter-screen for PP5 inhibitors: inhibitors of human PP1-alpha. hit rate 0.9% among 320,000. P62136. inhibition, % at 6.7 µM. purified PP1alpha, OMFP fluorescence. AID 2235;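 active = inhibition above the mean inhibition of all tested compounds plus 3 SD, computed separately for each screening campaign, cut at about 15% in these data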
Target sequence (P62136 whole entry, looked up): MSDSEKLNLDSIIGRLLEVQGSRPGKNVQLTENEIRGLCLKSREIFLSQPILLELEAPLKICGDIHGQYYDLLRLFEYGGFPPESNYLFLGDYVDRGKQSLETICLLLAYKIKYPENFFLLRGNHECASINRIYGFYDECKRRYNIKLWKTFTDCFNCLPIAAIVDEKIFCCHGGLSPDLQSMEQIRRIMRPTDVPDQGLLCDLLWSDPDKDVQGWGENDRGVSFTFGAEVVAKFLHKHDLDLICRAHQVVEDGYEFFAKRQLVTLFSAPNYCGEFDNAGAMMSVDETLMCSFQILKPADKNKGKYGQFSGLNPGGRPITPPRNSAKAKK
PREPL inhibitor = inhibits the human prolyl oligopeptidase-like enzyme. hit rate 0.68% among 320,000. recombinant PREPL, fluorescence polarization activity-based probe. Q4J6C6. inhibition, % at 5.96 µM; in the data active = inhibition above about 43%;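 note: 0% = enzyme with DMSO and 100% = wells lacking enzyme; many of its hits are not listed in these tables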
Target sequence (Q4J6C6 whole entry, looked up): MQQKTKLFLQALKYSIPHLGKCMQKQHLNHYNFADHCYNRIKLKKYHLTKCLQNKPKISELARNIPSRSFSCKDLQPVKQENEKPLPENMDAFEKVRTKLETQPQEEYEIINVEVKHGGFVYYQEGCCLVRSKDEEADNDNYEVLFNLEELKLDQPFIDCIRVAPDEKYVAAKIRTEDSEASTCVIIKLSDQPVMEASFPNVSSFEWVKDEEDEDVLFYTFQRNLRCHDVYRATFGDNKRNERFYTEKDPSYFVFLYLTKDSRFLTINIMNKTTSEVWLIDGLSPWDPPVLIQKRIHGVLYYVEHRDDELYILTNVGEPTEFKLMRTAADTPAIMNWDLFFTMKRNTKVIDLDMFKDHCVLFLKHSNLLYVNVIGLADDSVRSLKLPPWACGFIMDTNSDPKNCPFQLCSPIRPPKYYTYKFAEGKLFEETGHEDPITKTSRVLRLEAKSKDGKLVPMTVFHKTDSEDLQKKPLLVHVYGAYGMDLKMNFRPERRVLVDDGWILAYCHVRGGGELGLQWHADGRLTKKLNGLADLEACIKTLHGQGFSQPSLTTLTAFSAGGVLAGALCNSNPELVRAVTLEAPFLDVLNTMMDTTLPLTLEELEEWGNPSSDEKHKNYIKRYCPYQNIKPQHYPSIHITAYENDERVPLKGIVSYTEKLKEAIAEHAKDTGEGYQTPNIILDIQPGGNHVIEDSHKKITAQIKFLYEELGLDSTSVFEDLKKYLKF
LYPLA2 counter = blocks human lysophospholipase 2, a PME1 counter-screen | AID 2177 | hit rate 0.38% among 320,000 | recombinant LYPLA2, FP-Rh probe fluorescence polarization | O95372 | inhibition, % at 5.9 µM;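 active = inhibition above the screen-wide mean plus 3 SD, limit set per campaign, cut at about 26% in these data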;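 note: 0% = LYPLA2 with DMSO and 100% = wells lacking LYPLA2 enzyme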
Efflux pump mplx = blocks antifungal efflux pumps in multiplex yeast assay | S. cerevisiae Candida pump triplex, Nile Red efflux | inhibition, % at 10 µM | hit rate 0.44% among 330,000;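 active = plate passing quality check with inhibition over a set limit, or well fluorescence over plate mean plus 4 SD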;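 note: Nile Red retained in pooled yeast measured as flow cytometry median fluorescence; 0% = buffer negative control and 100% = Enniatin B positive control; higher means more Nile Red kept so more efflux inhibition; some compounds called inactive have numbers as strong as hits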
PP5 primary = blocks human protein phosphatase 5 activity. purified PP5c, OMFP substrate fluorescence. inhibition, % at 6.7 µM. hit rate 0.18% among 320,000;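 active = inhibition above the campaign's mean inhibition across all tested compounds plus 3 SD, cut at about 9.5% in these data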;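 note: 0% = DMSO only and 100% = 100 µM cantharidin control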
core dimer inh = blocks dimerization of HCV core protein. TR-FRET GST/Flag-core106 dimerization, 1536-well. inhibition, % at 5 µM. hit rate 0.33% among 300,000. AID 1899;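 active = inhibition above the mean of all tested compounds plus 3 SD, set per screening campaign, cut at about 45% in these data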
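test system = GST/Flag-tagged HCV core106 proteins | probe or stimulus = Eu donor and XL665 acceptor anti-tag antibodies | times = compound-protein-antibody incubation 4 h at 22.5 °C | signal = TR-FRET, excitation 340 nm, emission 617 and 671 nm | measure = percent inhibition of core106 dimerization signal | controls = wells lacking GST-core106 and wells with excess unlabelled core106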
GASC-1 inh = human JMJD2C demethylase inhibition | hit rate 0.069% among 330,000 | inhibition, % at 2.35 µM | Q9H3R0 | GST-JMJD2C(1-420) H3K9me3 demethylation, DELFIA europium;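 active = more than half of a compound's replicate wells show inhibition beyond 50%, single wells judged on their own value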;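 note: signal counts dimethyl H3K9 product captured on neutravidin plate; 0% = median of DMSO wells and 100% = 0.3 times that DMSO median; strong numbers were not always called active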
CTSL1 counter = counter-screen for PFM18AAP inhibitors: inhibitors of F. hepatica cathepsin L1; recombinant F. hepatica cathepsin L1, Z-Leu-Arg-MCA fluorescence; inhibition, % at 5.96 µM; hit rate 0.49% among 300,000;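 active = inhibition above the mean of all tested compounds plus 3 SD, set per screening campaign, cut at about 17% in these data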;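 note: 0% = plate median of test compound wells and 100% = 1 µM Z-Phe-Ala-diazomethylketone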
An asterisk follows results filed as active; x = no result given.

SMILES | TPT1 inhibitor | PP1 counter | PREPL inhibitor | LYPLA2 counter | Efflux pump mplx | PP5 primary | core dimer inh | GASC-1 inh | CTSL1 counter
COc1ccc(S(=O)(=O)Nc2cc([N+](=O)[O-])ccc2OC)cc1 | -0.7 | -2.0 | -2.2 | 0.0 | -0.1 | 0.3 | -1.3 | -8.1 | -0.2
CC(/C=C1\SC(=S)N(CCC(=O)Nc2nc(C)cs2)C1=O)=C\c1ccccc1 | 6.3 | 9.4 | -6.3 | -15.1 | 0.0 | 0.1 | 12.4 | 0.1 | 0.8
CC1CCCCN1CCNC(=O)c1cc2c(=O)n(C)c3ccccc3c2n1C (configuration not stated) | -2.8 | 0.1 | -24.2 | 1.4 | -0.2 | 0.5 | -7.0 | 1.4 | 1.6
Cc1cc(C(=O)NN)c(C)o1 | 0.8 | -3.9 | 3.3 | 1.6 | -0.2 | -1.1 | 0.7 | 3.8 | -0.5
CCOC(=O)C1C(=O)CC(C)(O)C(C(=O)OCC)C1c1ccc(N(CC)CC)cc1 (configuration not stated) | -1.3 | -0.8 | 4.4 | -0.3 | 0.0 | 2.3 | 3.7 | 4.7 | -1.5
Cc1cc(=O)oc2cc(OCC(=O)OC(C)C(=O)NC3CCCC3)ccc12 (configuration not stated) | 1.7 | 3.6 | 8.5 | 2.2 | 0.1 | 2.7 | 2.7 | -6.0 | -11.5
COc1cc(C2CC(=O)N(CC(=O)NCc3ccco3)c3ccccc3S2)cc(OC)c1OC (configuration not stated) | 1.1 | -2.2 | 14.1 | 3.6 | 0.0 | 2.5 | 4.4 | 7.0 | 0.1
CCc1nccn1S(=O)(=O)c1cc(OC)c(Cl)cc1OC | 0.3 | -4.0 | -1.8 | -1.7 | 0.0 | -3.6 | 1.5 | 5.9 | -1.7
CCC1Oc2ccccc2N(CC(=O)NCCCN2CCN(c3ccc(OC)cc3)CC2)C1=O (configuration not stated) | -1.9 | -2.2 | 14.4 | 3.5 | -0.1 | -1.5 | 7.3 | 12.8 | -0.1
CC(C)(C)NC(=O)C(c1ccc(F)cc1)N(Cc1ccco1)C(=O)c1csnn1 (configuration not stated) | -1.1 | -2.6 | -1.3 | 1.9 | 0.2 | 1.8 | -3.0 | 0.8 | -0.9
CCCCOc1ccc(/C=N/NC(=O)c2nnn(-c3nonc3N)c2CN2CCCCCC2)cc1 | -1.1 | -7.8 | 1.6 | 4.0 | 0.1 | 0.4 | 8.0 | 10.5 | 2.3
CCC(=O)Nc1ccc(NC(=O)CSc2nnc(-c3ccco3)n2CC)cc1 | -3.4 | -0.7 | -7.2 | 1.3 | 0.1 | 1.2 | -2.7 | -1.3 | 2.2
CCOc1ccccc1-n1c(SCC(=O)NC2CCCC2)nnc1-c1ccoc1C | -2.7 | -2.5 | -0.8 | -1.0 | 0.1 | -0.4 | -1.0 | -14.2 | -0.3
Cc1ccc(C2=NS(=O)(=O)N(C)C(C(=O)N(C)C3CCCCC3)=C2)cc1 | -1.3 | 3.7 | 10.6 | 6.7 | 1.7 | 3.2 | -6.5 | 4.4 | -1.7
CC(C)(OC(=O)c1ccc(F)cc1)c1cc2ccccc2c(=O)o1 | x | -2.9 | -0.8 | 2.1 | -0.5 | 1.8 | x | -7.0 | x
CCOC(=O)C1CCCN(C(=O)c2cc(Nc3ccc(OC)cc3)nc3ccccc23)C1 (configuration not stated) | 1.2 | -6.5 | 11.1 | -0.6 | -0.1 | 0.8 | 8.1 | -6.8 | -0.6
CCCCCC(=O)Nc1cc(N(C)C)nc2ccccc12 | -0.4 | 1.3 | 2.5 | 7.5 | 0.1 | 3.8 | -1.2 | 14.7 | 1.6
COCCn1c(SCC(=O)NCC2CCCO2)nc2c([nH]c3ccccc32)c1=O (configuration not stated) | 1.6 | -1.4 | 6.2 | -2.4 | 0.0 | 1.6 | -3.4 | 3.4 | 2.2
Cc1cc(C)cc(N(CCC(=O)O)S(=O)(=O)c2ccc3ccccc3c2)c1 | -1.6 | 1.4 | -2.4 | -1.3 | -0.1 | -0.6 | -0.9 | -8.8 | -0.9
CC(C)CC(=O)NN(C)c1nc(-c2ccccc2)nnc1C(F)(F)F | -4.7 | 1.9 | -2.3 | 1.8 | 0.0 | -0.6 | -1.8 | 14.4 | -1.1
CCCCN(CC)CCCNC(=O)c1cc2c(=O)n(CC)c3ccccc3c2s1 | -4.5 | 1.3 | -33.5 | 3.6 | -0.2 | -1.3 | 2.7 | -21.6 | -3.6
CCNc1nc(OC)nc(SCC(=O)Nc2ccccc2)n1 | -0.8 | -1.2 | -4.6 | 0.5 | -0.1 | 0.2 | 3.5 | 0.0 | -2.3
Cc1ccc(C(C)NC(=O)COC(=O)C2=COCCO2)cc1C (configuration not stated) | x | -4.7 | -4.5 | 1.3 | 0.1 | -1.5 | x | x | x
C=CCn1c(CSc2nc3ccccc3s2)nnc1SCC(=O)NCCN1CCOCC1 | 1.6 | -0.2 | 6.2 | 3.6 | 0.3 | -1.0 | -0.7 | 10.9 | 4.2
O=C(N/N=C\c1ccc(OC(=O)c2ccco2)cc1)c1ccc(Cl)cc1 | 2.3 | 9.8 | 8.7 | -7.1 | 0.1 | -3.5 | 0.9 | -22.7 | 1.8
CCN(Cc1ccccc1)C(=O)CN1C(=O)COc2ccc(S(=O)(=O)N3CCCCCC3)cc21 | 1.0 | -1.6 | 6.5 | 12.1 | 0.1 | 0.4 | 10.0 | -37.1 | 1.1
CCc1nc2c(cnn2-c2ccc(Cl)cc2)c(=O)n1-c1ccc(OC)cc1 | -2.0 | 1.2 | 0.3 | -2.5 | 0.0 | 1.7 | 12.2 | -1.1 | 3.0
COc1ccc(/C=C(\CC(=O)O)c2nc3ccccc3o2)cc1 | -7.2 | -1.5 | 3.6 | 6.2 | -0.1 | 0.1 | 3.3 | -25.4 | -1.8
O=C(CN(c1ccccc1F)S(=O)(=O)c1ccccc1)Nc1ccccc1C(=O)N1CCOCC1 | 2.7 | -5.4 | 10.9 | -9.0 | 0.3 | 2.2 | 1.5 | 4.5 | -4.6
CN1CCC(=C2c3ccccc3C=Cc3ccccc32)CC1 | -0.2 | -1.1 | 4.9 | -9.1 | -0.1 | -0.4 | -2.7 | 8.7 | 1.3
N#CC1(NC(=O)COc2cc(F)ccc2[N+](=O)[O-])CCCCC1 | x | 1.1 | 10.8 | 2.2 | 0.2 | 2.5 | x | 3.7 | x
Cc1ccc(NC(=S)N2CCC(NC(=O)c3ccc(F)cc3)CC2)cc1 | 3.9 | -5.7 | 4.1 | -1.4 | 0.1 | 0.7 | -1.8 | -2.8 | 0.8
CCCCCSc1nc2c(c(=O)[nH]c(=O)n2C)n1CC | -0.1 | -1.0 | -0.1 | 3.3 | 0.1 | 1.8 | 16.1 | 2.5 | -1.8
N=C1S/C(=C\c2cccc3ccccc23)C(=O)N1c1ccc(F)cc1 | 2.8 | 17.2* | 2.4 | -9.8 | -0.1 | 1.3 | 15.5 | 13.2 | 6.0
CSc1ccc(CCNC(=O)C2CCN(c3nnc(-n4cccc4)s3)CC2)cc1 | -3.4 | 8.3 | 7.9 | 5.7 | 0.2 | -1.4 | 17.2 | -6.4 | 0.8
CC(=O)N=c1scc(-c2ccccc2)n1-c1cccc(O)c1 | -1.9 | -3.5 | 6.4 | 0.6 | 0.1 | 1.1 | -1.5 | x | -2.1
Cc1nnc(-c2ccc(Oc3ccc(Br)cc3)c([N+](=O)[O-])c2)o1 | 0.3 | 5.2 | -16.8 | 12.4 | -0.1 | 3.2 | -13.5 | 3.5 | 7.8
C=CCn1c(O)c(N=Nc2ccccc2C)c2ccccc21 | 1.8 | 0.8 | 5.2 | 5.3 | -0.1 | -0.1 | -4.2 | 97.1* | -4.4
COc1nc(N(C)C)nc(N(C)c2cc(Cl)cc(Cl)c2)n1 | 2.0 | -0.6 | -1.9 | -0.3 | -0.1 | 1.0 | 9.7 | 7.0 | 3.1
O=C(NCC1CCCO1)C1c2ccccc2C(=O)N1C1CCCCCCC1 (configuration not stated) | -1.1 | -0.2 | 9.7 | 11.3 | 0.1 | 1.6 | -6.5 | -3.7 | 3.1
CC(Sc1ccsc1[N+](=O)[O-])C(=O)NCCc1ccc(Cl)cc1 (configuration not stated) | -6.5 | 2.0 | 25.4 | -4.3 | -0.1 | 1.8 | 3.3 | 5.1 | -1.4
O=C(NNc1nc2ccccc2s1)C1CC1 | -1.4 | -2.6 | 3.7 | 0.1 | -0.1 | 1.5 | -1.7 | -1.6 | -3.5
COc1nc(N(c2ccccc2)c2ccccc2)nc(-n2ccnc2)n1 | -3.4 | 7.6 | 5.4 | 4.4 | 0.0 | -1.0 | 4.8 | 22.2 | 1.3
Cc1cccc(N(C)C(=S)Oc2ccc3ccccc3c2)c1 | -0.1 | -2.4 | -6.5 | 0.6 | 0.2 | 3.4 | 1.2 | 1.1 | -3.4
CCOC(=O)C1=C(CS(=O)(=O)c2ccc(C)cc2)NC(=O)NC1c1cc(OC)c(OC)c(OC)c1 (configuration not stated) | -0.5 | -0.7 | 45.2* | 4.3 | 0.0 | 2.4 | 0.8 | 18.8 | -0.8
CCC(C)[C@H](NC(=O)Nc1ccc(C)cc1C)C(=O)O (some centres not stated) | -2.5 | 0.9 | 16.1 | 4.0 | -0.1 | 0.6 | -3.9 | 2.2 | 1.0
COc1ccccc1C1C(C#N)=C(N)N(N(C)C)C2=C1C(=O)CC(C)(C)C2 (configuration not stated) | -2.6 | -0.7 | 2.9 | 7.7 | -0.2 | 1.6 | -4.7 | 85.9 | -0.1
CCC1CCCCN1C(=O)c1cc(-c2ccc(Cl)c(Cl)c2)on1 (configuration not stated) | 1.5 | -1.4 | 9.1 | -0.1 | 0.0 | 2.9 | 11.2 | 3.2 | -1.4
COCc1nnc(NC(=O)c2cc3ccccc3o2)s1 | 5.0 | -4.9 | -3.7 | 1.5 | 0.0 | -1.5 | 3.7 | 6.0 | -0.3
Cc1ccc(C2(O)CN(c3ccccc3C)C3=[N+]2CCS3)cc1 (configuration not stated) | -2.8 | 2.1 | 2.0 | 11.0 | 0.0 | 2.8 | -6.1 | -1.7 | 4.3
CCOC(=O)c1cnc(SCC(=O)N2CCN(C(=O)c3ccco3)CC2)nc1N | 1.0 | -0.2 | 4.0 | -2.2 | -0.1 | 1.1 | -9.3 | 35.7 | 1.4
CC(C)(C)c1ccc(CNC(=O)c2ccc3c(c2)NC(=O)CO3)cc1 | -1.8 | 0.0 | 7.2 | -1.2 | 0.0 | 1.9 | 15.5 | 1.2 | 0.6

Part of the list above, in CSV form:
SMILES,TPT1 inhibitor,PP1 counter,PREPL inhibitor,LYPLA2 counter,Efflux pump mplx,PP5 primary,core dimer inh,GASC-1 inh,CTSL1 counter
COCc1nnc(NC(=O)c2cc3ccccc3o2)s1,5.0,-4.9,-3.7,1.5,0.0,-1.5,3.7,6.0,-0.3
Cc1ccc(C2(O)CN(c3ccccc3C)C3=[N+]2CCS3)cc1 (configuration not stated),-2.8,2.1,2.0,11.0,0.0,2.8,-6.1,-1.7,4.3
CCOC(=O)c1cnc(SCC(=O)N2CCN(C(=O)c3ccco3)CC2)nc1N,1.0,-0.2,4.0,-2.2,-0.1,1.1,-9.3,35.7,1.4
CC(C)(C)c1ccc(CNC(=O)c2ccc3c(c2)NC(=O)CO3)cc1,-1.8,0.0,7.2,-1.2,0.0,1.9,15.5,1.2,0.6

An excerpt; rates above refer to the full screens.
